PKA-R1A activ: PKA-R1A complex activation; P00514+P68181; PKA-R1A dissociation, Cy5-IP20 fluorescence polarization; scaled: DMSO 0%, 113 µM cGMP 100%; activation, % at 11.4 µM; 340,000 tested, 0.083% active;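 active = percent activation above the mean of all tested compounds plus 3 SD, cut at about 19% in these data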;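 note: higher means more PKAc released from R1A so a rise in polarization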
PKA-R2B activ: activators of human PKA-R2B complex; P22694+P31323; PKA-R2B holoenzyme dissociation, Cy5-IP20 fluorescence polarization; R2B truncated from residue 108, S112A mutant; 0% DMSO only, 100% 113 µM cGMP; activation, % at 11.4 µM; 340,000 tested, 0.079% active;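 active = activation above a cutoff set at the mean over all compounds plus 3 SD, cut at about 18% in these data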;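 note: higher means more holoenzyme dissociation and a rise in polarization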
Target sequence (P31323 whole entry, looked up, other chains not shown, the tested form may be a part): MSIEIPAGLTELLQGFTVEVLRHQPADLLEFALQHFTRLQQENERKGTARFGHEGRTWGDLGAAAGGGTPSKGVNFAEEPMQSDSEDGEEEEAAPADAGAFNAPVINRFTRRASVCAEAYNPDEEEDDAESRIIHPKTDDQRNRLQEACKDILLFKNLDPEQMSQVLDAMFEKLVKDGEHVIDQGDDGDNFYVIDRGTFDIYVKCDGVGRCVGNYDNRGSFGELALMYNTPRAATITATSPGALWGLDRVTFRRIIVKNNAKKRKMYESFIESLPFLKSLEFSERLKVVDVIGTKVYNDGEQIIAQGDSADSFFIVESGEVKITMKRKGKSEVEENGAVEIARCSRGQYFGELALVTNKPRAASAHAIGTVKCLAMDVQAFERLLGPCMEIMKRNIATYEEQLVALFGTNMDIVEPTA
V-ATPase pH: alters yeast V-ATPase proton transport. S. cerevisiae, pHLuorin cytosolic pH fluorescence. 350,000 tested, 0.37% active. response, % at 10 µM; in the data active = response mostly above about 7.3%, no sharp cut-off; inactive = mostly below about 5.4%; note: actives read high; inactives centre near 0; some compounds called inactive have numbers as strong as hits; reference of the scale not given here
DAGLB inhibitor: blocks human DAGLB lipase activity | inhibition, % at 5.17 µM | Q8NCG7 | HEK293T DAGLB membrane lysate, EnzChek fluorogenic substrate | 340,000 tested, 0.059% active; in the data active = inhibition above about 34%;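 note: 0% = enzyme with vehicle and 100% = wells lacking enzyme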
OPRM1-OPRD1 ag: OPRM1-OPRD1 heterodimerization agonism. P35372+P41143. AID 504326. cells, luminescence. 340,000 tested, 0.3% active. activation, % at 9.3 µM; in the data active = activation above about 18%;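 note: 0% = vehicle-treated cells and 100% = reference agonist; values of inactives mirror those of a sister screen read the other way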
MOR-DOR inv ag: inverse agonist of human OPRM1-OPRD1 heterodimerization; P35372+P41143; cell-based MOR-DOR heterodimer luminescence, inverse agonism; inhibition, % at 9.3 µM; 340,000 tested, 0.21% active; AID 504357; in the data active = inhibition above about 22%, passing the limit was not always enough;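 note: 0% = cells with DMSO and 100% = wells without cells with DMSO; values of inactives mirror those of a sister screen read the other way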
Arrestin-AP2 inh: inhibitors of human beta-arrestin and AP2 interaction; FITC-arrestin peptide / GST-AP2 beads, flow cytometry; AP2 beta2 appendage carries R879A mutation; inhibition, % at 10 µM; 340,000 tested, 0.31% active;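 active = inhibition above a set limit, near 3 SD of compounds lacking own fluorescence, cut at about 54% in these data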;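 note: plate controls were DMSO wells for no effect and 5 µM unlabelled arrestin peptide for full effect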
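Material – AP2 appendage R879A on GSH beads · Buffer or medium – PBS with 0.05% Tween 20 and 0.1% BSA · Probe or stimulus – fluorescein-tagged arrestin peptide at 50 nM final · Incubation – compound with beads 12 min RT, then probe 1 h RT · Detection – high-throughput flow cytometry of beads, ex 488, em 535 nm · Evaluation – percent response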
HTR5A inv ag: HTR5A inverse agonism, opioid heterodimer counter-screen; HTR5A cell line, luminescence; inhibition, % at 9.3 µM; 340,000 tested, 0.083% active; AID 504634; in the data active = inhibition mostly above about 23%, no sharp cut-off; inactive = mostly below about 18%;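 note: 0% = cells with DMSO and 100% = no-cell wells with DMSO; some compounds called inactive have numbers as strong as hits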
Target sequence (P47898 whole entry, looked up): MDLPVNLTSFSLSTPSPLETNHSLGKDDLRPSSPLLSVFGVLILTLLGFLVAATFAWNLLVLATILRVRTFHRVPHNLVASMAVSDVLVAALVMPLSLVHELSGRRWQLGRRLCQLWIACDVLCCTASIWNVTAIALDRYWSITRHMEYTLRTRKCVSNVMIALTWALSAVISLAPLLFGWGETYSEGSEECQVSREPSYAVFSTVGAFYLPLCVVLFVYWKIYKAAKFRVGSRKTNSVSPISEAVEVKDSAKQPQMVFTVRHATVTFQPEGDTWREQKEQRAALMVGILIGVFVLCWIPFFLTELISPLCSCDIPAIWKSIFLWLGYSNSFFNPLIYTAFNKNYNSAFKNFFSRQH
HTR5A ag: activates human HTR5A in OPRM1-OPRD1 agonist counter-screen; P47898; HTR5A agonist assay, luminescence, cell-based; activation, % at 9.3 µM; 340,000 tested, 0.61% active; AID 504692; in the data active = activation mostly above about 9.5%, no sharp cut-off; inactive = mostly below about 7.6%;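 note: 0% = cells with vehicle only and 100% = reference agonist; strong numbers were not always called active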
DSG3 Ab inh: blocks pemphigus antibody binding to human desmoglein-3; P32926; binding (percent of control), % at 10 µM; DSG3-coupled beads, scFv-anti-DSG3-GFP binding, flow cytometry; active compounds read low; 310,000 tested, 0.48% active; AID 588358;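 active = binding more than 3 SD below its plate's average and above zero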;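 note: hits lower antibody fragment binding to DSG3; some compounds called inactive have numbers as strong as hits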
Active calls of the source: *; · = not tested or not shown; & = joins results of further samples.

SMILES	PKA-R1A activ	PKA-R2B activ	V-ATPase pH	DAGLB inhibitor	OPRM1-OPRD1 ag	MOR-DOR inv ag	Arrestin-AP2 inh	HTR5A inv ag	HTR5A ag	DSG3 Ab inh
CCOC(=O)c1ccc(NC(=O)CC2COc3ccccc3O2)cc1 (configuration not stated)	-10	1	0	-12	2.7	-11	-4	13	-5	·
O=C(NCc1ccc(Cl)cc1)c1cnn2ccccc12	-6	5	0	-1	0.7	-3	7	-13	5	107
CC(=O)Nc1ccc(NC(=O)C(=O)c2cn(CC(=O)N3CCCCC3)c3ccccc23)cc1	-1	-14	0	1	-1.1	5	-24	3	2	112
CC(CCC(=O)O)C1CC[C@H]2C3CCC4CC(=O)CCC4(C)[C@H]3CC(=O)C12C (some centres not stated)	-4	-1	1	0	-1.3	6	-3	-29	8	108
Cc1ccc(Nc2ncc3c(n2)CC(C)CC3=O)c(C)c1 (configuration not stated)	6	-12	1	-4	-0.9	4	1	-7	1	116
COc1cc(C(C[N+](=O)[O-])c2c(C)[nH]c3ccccc23)cc(OC)c1OC (configuration not stated)	5	6	0	0	-2.6	14	5	3	-1	96
CCOc1ccc(Nc2ccc3nonc3c2[N+](=O)[O-])cc1	4	-5	2	2	-0.2	1	8	-7	2	94
CCCCCCCCN1[C@@H](CC(=O)O)c2cc(F)ccc2S1(=O)=O	5	-1	-1	3	-2.0	11	-8	4	10	106
O=C(O)c1cccc(N2CCCCS2(=O)=O)c1	3	3	-4	-4	-0.7	4	-2	-6	2	89
CC(Oc1ccc(Cl)cc1)C(=O)Nc1cccc(S(=O)(=O)N2CCCC2)c1 (configuration not stated)	2	-8	-2	-6	·	·	·	·	·	93
O=C(COC(=O)c1cccnc1)c1ccc(Cl)cc1	-8	-4	2	-1	-3.1	17	-5	12	1	90
COc1ccccc1OCc1cc(C(=O)NCCN2CCCC(O)C2)no1 (configuration not stated)	5	-12	-2	0	-2.1	7	9	22	-1	106
O=C(CSC1=NS(=O)(=O)c2cc(F)ccc2N1)Nc1cccc(F)c1	-1	-4	6	7	-1.5	8	41	5	-2	104
Cc1cc(C(=O)Cn2cnc3cc([N+](=O)[O-])ccc3c2=O)c(C)n1CC1CCCO1 (configuration not stated)	3	-7	0	0	0.1	-1	12	12	8	94
CCc1sc(C(=O)Nc2ccsc2C(=O)OC)cc1Br	10	-3	-5	-2	0.6	-3	11	-45	5	95
CC(CCc1ccccc1)NC(=O)c1ccc(NC(=O)c2cccc(Br)c2)cc1 (configuration not stated)	-8	-10	-1	0	-1.6	8	7	-8	2	91
COc1ccccc1CNC(=O)Cn1cc([N+](=O)[O-])ccc1=O	-6	1	3	2	-3.2	13	-6	5	-2	113
Cc1ccc(OCC(=O)NCCNC(=O)c2cnccn2)cc1C	-11	2	0	-1	-2.1	16	3	-5	2	·
O=C(/C=C/c1ccc2c(c1)OCO2)c1ccc[nH]1	-4	-1	0	-5	0.0	0	20	-8	2	88
O=C1Cc2ccccc2C(c2ccc(Br)cc2)N1 (configuration not stated)	-11	-8	-2	-2	-0.5	3	-9	-1	-1	89
Nc1ccccc1Sc1nc2ccccc2[nH]1	-2	2	2	-1	-1.4	6	28	0	0	94
COc1cccc(OC)c1C(=O)NCCOc1cc(C)cc(C)c1	-8	-2	-4	-2	-2.3	11	-19	-2	1	115
Clc1ccc2ncc(-c3nnnn3-c3ccccc3)c(-c3ccccc3)c2c1	-11	-11	3	-2	4.4	-23	-4	1	3	106
Cc1noc(C)c1S(=O)(=O)N(C)C[C@H]1OCCCC[C@@H](C)Oc2ccc(NS(=O)(=O)c3cn(C)cn3)cc2C(=O)N([C@H](C)CO)C[C@@H]1C	-6	-2	-1	-2	·	·	·	·	·	97
CNc1ccccc1C(=O)OCC(=O)N1CCc2ccccc2C1	0	2	1	-3	·	·	·	·	·	102
CCC(=O)Nc1cccc(-c2csc(-c3ccccc3)n2)c1	-1	4	0	-6	-0.7	4	16	15	-4	100
CCN1C(=O)[C@H]2[C@H]3CN=C(SCC(=O)c4ccccc4)N3[C@@](C)(C(=O)OC)[C@H]2C1=O	-1	1	-2	-3	-3.0	15	35	0	0	117
CN1CCC(=O)N([C@H](CN=[N+]=[N-])Cc2ccccc2)CC1	7	3	0	2	-1.4	8	6	-14	5	108
N#Cc1cnc(NN)nc1	-6	-1	3	-3	-2.0	9	7	-5	2	·
COC(=O)CCC(=O)Nc1c(C)n(C)n(-c2ccccc2)c1=O	-6	2	0	0	-3.6	18	21	-6	2	98
COc1cccc(C(=O)NC(=S)N2CCN(c3ccc(C(F)(F)F)cc3[N+](=O)[O-])CC2)c1	-7	-12	4	-1	4.0	-18	8	21	1	103
CC(NC(=O)CCCc1nnc2n(C)c(=O)c3sccc3n12)c1ccccc1 (configuration not stated)	-14	-13	-3	-1	-2.6	13	-2	0	0	113
CC(=O)c1cccc(N/C=C\C(=O)c2ccc(C)cc2)c1	-19	-7	1	0	-0.5	2	9	-7	3	105
O=C(COc1ccccc1Cl)NCCCNC(=O)c1ccncc1	-17	-3	0	-2	0.5	-4	0	-1	0	·
CCNc1nc(Cl)nc(N(NC(C)=O)C(C)C)n1	4	8	2	3	0.3	-2	4	4	4	106
O=S(=O)(c1ccccc1)N1CCNCC1	3	0	-3	0	-0.4	2	28	-12	0	·
CCN(CC)CCCNC(=O)c1ccc(OCC(=O)Nc2ccccc2C(F)(F)F)c(OC)c1	0	4	-1	0	-0.6	3	-4	-5	-2	96
O=C(O)/C=C/c1cnc2ccccc2n1	-1	-7	1	-2	0.5	-2	-11	3	-1	108
CCOC(=O)C1(Cc2ccccc2C(F)(F)F)CCN(C2CCC2)CC1	-9	-1	0	3	-2.2	12	1	13	-5	100
COc1ccc(C(=O)N[C@H](C(=O)Nc2nc3ccccc3[nH]2)C(C)C)cc1	-2	9	3	-2	-1.0	4	28	3	2	95
O=[N+]([O-])c1cccc(C(=Nc2cccc(Cl)c2)NO)c1	-13	5	-1	-2	3.0	-15	2	13	-1	108
CCOc1ccccc1-n1cnc(C#N)c1N	5	-7	-1	0	-1.4	7	4	3	9	103
Cc1ccc2c(C)nc(SC(C(=O)c3ccccc3)c3ccccc3)nc2c1 (configuration not stated)	-3	-6	1	-3	-0.3	2	1	-5	1	102
CCCS(=O)(=O)c1snnc1C	-8	-4	·	0	-1.8	11	-9	14	-2	100
CSc1sccc1/C=N/O	-1	-8	-5	-2	-3.8	20	-7	23	3	109
COc1ccc(CCN2C(=O)c3cccc4c(C(=O)N5CCCCC5)ccc(c34)C2=O)cc1OC	-9	-3	-2	0	0.4	-2	-9	-22	-2	96
CN(CCOc1ccccc1)CC(=O)Nc1ccc(S(=O)(=O)N2CCCC2)cc1	11	6	-3	-2	-2.9	15	-10	0	-3	90
CC(=NC1CCN(Cc2ccccc2)CC1)c1c(O)[nH]c(=O)[nH]c1=O	-10	-9	-1	0	-2.1	10	-3	-11	9	109
O=C(Nc1ccccc1Cl)C1CCCN(c2ncnc3c2nc2n3CCCCC2)C1 (configuration not stated)	4	-1	1	3	-1.5	8	-11	20	3	97
O=C(OCCN1CCOCC1)c1cccnc1	-11&-4	4&2	-4&-2	-6&-3	6.7&-2.0	-34&11	18&-9	-5&-8	7&6	101&89
COc1cccc(CNC(=O)C2CCCN(c3nc4ccccc4o3)C2)c1 (configuration not stated)	-6	-3	5	6	2.1	-12	13	20	1	98
Cc1ccccc1NC(=O)CSc1nc2ccc(Nc3nc(N4CCOCC4)nc(N4CCOCC4)n3)cc2s1	4	5	1	-2	3.1	-16	12	-38	2	·
Cc1nc(SC2C=CS(=O)(=O)C2)n[nH]1 (configuration not stated)	-17	-7	1	-5	-2.4	13	5	6	3	100
COC(=O)c1cnn(-c2cc(Oc3ccccc3)ncn2)c1N	-22	-2	·	-3	0.4	-2	-6	4	-1	100
CN1C(=O)CSC1=Nc1ccc(Br)cc1	-6	2	-4	-3	-2.9	14	26	-1	0	107
C=CCn1c(O)c2ccc(C(=O)N=NC(=O)COc3ccc(OC)cc3)cc2c1O	0	-11	3	-1	-0.7	3	-6	-5	11	108
CC(C)OC(=O)c1cccc(NC(=O)c2ccccc2)c1	-10	-7	5	-2	0.2	-1	23	-9	-1	101
COc1ccccc1OCc1cc(C(=O)N(C)CCC2CCCCO2)no1 (configuration not stated)	5	-10	3	-1	0.2	-1	7	-9	1	105
COc1cc2c(cc1OC)CN(C(=O)/C=C/c1ccccc1[N+](=O)[O-])CC2	-7	0	0	1	-3.9	21	-10	7	-2	116
Cc1cccc(N2CCC(N3CCN(C4CCCCC4)C(CCO)C3)CC2)c1C (configuration not stated)	0	-5	-2	0	1.9	-9	11	-10	-1	101

Four consecutive records out of the list so far:
SMILES	PKA-R1A activ	PKA-R2B activ	V-ATPase pH	DAGLB inhibitor	OPRM1-OPRD1 ag	MOR-DOR inv ag	Arrestin-AP2 inh	HTR5A inv ag	HTR5A ag	DSG3 Ab inh
CC(C)OC(=O)c1cccc(NC(=O)c2ccccc2)c1	-10	-7	5	-2	0.2	-1	23	-9	-1	101
COc1ccccc1OCc1cc(C(=O)N(C)CCC2CCCCO2)no1 (configuration not stated)	5	-10	3	-1	0.2	-1	7	-9	1	105
COc1cc2c(cc1OC)CN(C(=O)/C=C/c1ccccc1[N+](=O)[O-])CC2	-7	0	0	1	-3.9	21	-10	7	-2	116
Cc1cccc(N2CCC(N3CCN(C4CCCCC4)C(CCO)C3)CC2)c1C (configuration not stated)	0	-5	-2	0	1.9	-9	11	-10	-1	101

Next structures.
SMILES	PKA-R1A activ	PKA-R2B activ	V-ATPase pH	DAGLB inhibitor	OPRM1-OPRD1 ag	MOR-DOR inv ag	Arrestin-AP2 inh	HTR5A inv ag	HTR5A ag	DSG3 Ab inh
CC(C)N1CCN(c2ccncc2S(=O)(=O)N2CCN(C)CC2)CC1	0	-5	-2	-3	·	·	·	·	·	103
O=C(CN1CCN(c2cccc(C(F)(F)F)c2)CC1)N(C1CC1)C1CCS(=O)(=O)C1 (configuration not stated)	-4	-6	-4	-2	-1.0	4	-4	16	1	107
Cc1nn(CC(=O)NC2CCS(=O)(=O)C2)c(C)c1S(=O)(=O)N(C)C (configuration not stated)	-10	0	1	-2	-3.2	13	-6	-16	6	·
Cn1c2c(c(=O)n(C)c1=O)CN(Cc1ccc(F)cc1)CN2	-5	1	-2	3	-1.2	7	5	-2	-3	107
O=C(CSc1nnc(CNC(=O)c2ccco2)o1)Nc1cccc(Cl)c1	2	-2	-2	1	-0.7	4	3	-15	-4	·
Cc1cc(NS(=O)(=O)c2ccc(NC(=O)c3ccco3)cc2)nc(C)n1	-11	1	0	-2	-0.4	2	7	-2	1	102
Cc1cc(NS(=O)(=O)c2ccc(NC(=O)N[C@H](C(=O)O)C(C)C)cc2)no1	-10	-3	-4	-1	-2.5	12	5	-8	-3	98
Cc1csc(CN(C)C(=O)CC2C(=O)NCCN2Cc2ccccc2C)n1 (configuration not stated)	7	10	2	-2	·	·	·	·	·	99
Cc1ccc(-n2ncc(Br)c(Br)c2=O)cc1	6	0	1	-3	-3.0	16	12	0	0	95
S=C(NCCc1ccccn1)Nc1ccc(Cl)c(Cl)c1	0	-8	1	-2	-0.4	2	47	-24	2	125
